MEKK2wt PB1 HTS: raises or lowers MEK5 binding to wildtype human MEKK2 PB1 domain; Q9Y2U5; bead flow cytometry, Alexa488-MEK5 binding to MEKK2 WT; actives lie on both sides; binding response (% of control), % at 10 µM; 290,000 tested, 1.1% active; AID 1531; in the data active = binding response below about 67% or above about 130%
MEKK2 mut-MEK5: signal of MEK5 binding to mutant human MEKK2 PB1 domain | bead flow cytometry, Alexa488-MEK5 binding to MEKK2 mutant | percent response, % at 10 µM | 290,000 tested, 0.35% active; in the data active = percent response above about 24%, passing the limit was not always enough; also: inactives centre near 1; some results filed as inactive read as strong as hits
FID counter: displaces DNA intercalator in HCV helicase counter-screen | 290,000 tested, 0.17% active | DNA fluorescent intercalator displacement, fluorescence | inhibition, % at 7.9 µM; in the data active = inhibition above about 37%;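 also: 0% = vehicle and 100% = reference compound; higher means more ethidium bromide displaced from hairpin DNA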
MEKK3 PB1 HTS: raises or lowers MEK5 binding to the human MEKK3 PB1 domain; Q99759; bead-based flow cytometry, Alexa488-MEK5 binding to MEKK3; actives lie on both sides; 0 = blocked by unlabeled MEK5, 100 = vehicle; binding response (% of control), % at 10 µM; 290,000 tested, 1.4% active;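 active = binding response more than 3 SD above or below the average of its plate-row segment, actives on both sides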;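 also: Alexa488 bead fluorescence after subtracting the streptavidin-only scavenger bead signal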
CRFR2-BP ag: agonists of human CRF-binding protein/CRF-R2 receptor complex. activation, % at 13.2 µM. 350,000 tested, 0.46% active. HEK293 CRF-R2/CRF-BP, calcium dye fluorescence (FLIPR); percent of saturating CRF peptide response;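 active = activation of at least 50%, plus an integration ratio under a set limit after plate pattern correction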;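 also: plate controls were neutral control wells without compound for no effect and CRF at EC100 for full effect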
SUMO HTRF inh: inhibitors of human SUMOylation (UBC9). HTRF SUMOylation assay, SAE1/SAE2 + UBC9, in vitro. inhibition, % at 35 µM. 290,000 tested, 0.36% active. P63279; in the data active = inhibition above about 50%, passing the limit was not always enough; also: strong numbers were not always called active
Target sequence (P63279 whole entry, looked up): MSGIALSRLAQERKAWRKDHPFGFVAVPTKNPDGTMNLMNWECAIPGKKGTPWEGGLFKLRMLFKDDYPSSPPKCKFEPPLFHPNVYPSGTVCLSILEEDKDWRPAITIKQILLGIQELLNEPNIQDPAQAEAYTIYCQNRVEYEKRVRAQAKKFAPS
CRFR2-BP antag: CRF-BP/CRF-R2 complex antagonism | HEK293 CRF-R2/CRF-BP, CRF-induced calcium fluorescence | AID 588475 | 350,000 tested, 0.59% active | inhibition, % at 11.8 µM;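 active = inhibition of the ligand-induced calcium signal above about 50% at the single tested concentration, limit read from the data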
GalR3 antagonist: antagonists of human GalR3; O60755; HEK293 GalR3-CNG cAMP membrane potential fluorescence; galR3 body fused to GalR1 C-terminus; inhibition, % at 3 µM; 360,000 tested, 0.44% active; AID 651719;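 active = inhibition above the screen-wide average plus 3 SD, cut at about 13% in these data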;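 also: forskolin and galanin both at EC90 stimulate the cells; cAMP rise reported by CNG channel membrane potential dye signal; 0% = forskolin plus galanin with DMSO and 100% = forskolin alone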
Target sequence (O60755 1-299 limits assumed): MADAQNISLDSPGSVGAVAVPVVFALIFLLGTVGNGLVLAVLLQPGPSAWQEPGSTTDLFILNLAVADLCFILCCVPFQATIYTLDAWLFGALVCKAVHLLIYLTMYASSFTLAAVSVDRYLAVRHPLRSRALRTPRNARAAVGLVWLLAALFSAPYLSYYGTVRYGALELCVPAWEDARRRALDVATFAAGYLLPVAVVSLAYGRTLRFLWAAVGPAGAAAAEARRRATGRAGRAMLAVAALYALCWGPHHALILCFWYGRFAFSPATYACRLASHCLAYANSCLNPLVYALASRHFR
NS3 helicase inh: HCV NS3 helicase inhibition | NS3 helicase DNA unwinding, Cy5 molecular beacon fluorescence | 290,000 tested, 0.56% active | inhibition, % at 10.9 µM;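 active = inhibition above the mean of all tested compounds plus 3 SD, set per campaign, cut at about 35% in these data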;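 also: 0% = DMSO wells and 100% = thioflavine S control wells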
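Compound dosing – single dose, 10.9 µM nominal final, DMSO 0.8% final · System – NS3 helicase fragment of HCV · Buffer or medium – MOPS pH 6.5, MgCl2, DTT, Tween20, BSA · Signal – Cy5 beacon fluorescence read at start and 1 h · Also added – annealed dual-labelled DNA beacon duplex, ATP-started · Schedule – 1 h at 25 °C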
The depositor's hits bear a star. A portion of the library (hit frequency here may not be typical).

`CSCC(=O)N1CCC(CCC(=O)NC2CC2)CC1` gave MEKK2wt PB1 HTS 97, MEKK2 mut-MEK5 1, FID counter 0, MEKK3 PB1 HTS 101, CRFR2-BP ag 3.0, SUMO HTRF inh -5, CRFR2-BP antag -6, GalR3 antagonist -9 and NS3 helicase inh 6.
`Cn1c(=O)c2nc(NCc3ccccc3)cnc2n(C)c1=O` gave FID counter -9, CRFR2-BP ag 16, SUMO HTRF inh 1, CRFR2-BP antag -22, GalR3 antagonist -2 and NS3 helicase inh -1.
`O=C(CS(=O)CC(=O)N(CC(=O)NC1CCCC1)C1CCCCC1)Nc1ccc(F)cc1` (stereo not drawn) gave MEKK2wt PB1 HTS 98, MEKK2 mut-MEK5 -4, FID counter -35, MEKK3 PB1 HTS 94, CRFR2-BP ag -2.7, SUMO HTRF inh 1, CRFR2-BP antag 2, GalR3 antagonist -5 and NS3 helicase inh 7.
Cc1cccc(NCc2nnc(-c3ccccc3)o2)c1C was read as MEKK2wt PB1 HTS 104, MEKK2 mut-MEK5 -2, FID counter -18, MEKK3 PB1 HTS 113, CRFR2-BP ag -0.5, SUMO HTRF inh -4, CRFR2-BP antag -5, GalR3 antagonist -6 and NS3 helicase inh 0.
Cc1cc(Cl)ccc1C(=O)C1CCCN(C(=O)c2cccc(N3CCCC3=O)c2)C1 (stereo not drawn) was read as MEKK2wt PB1 HTS 99, MEKK2 mut-MEK5 2, FID counter -44, MEKK3 PB1 HTS 100, CRFR2-BP ag 0.3, SUMO HTRF inh 2, CRFR2-BP antag 11, GalR3 antagonist 1 and NS3 helicase inh 0.
Screening Cc1cc(C)nc(-n2nc(C)cc2Nc2ccccc2)n1 returned MEKK2wt PB1 HTS 105, MEKK2 mut-MEK5 7, FID counter -24, MEKK3 PB1 HTS 103, CRFR2-BP ag -2.1, SUMO HTRF inh -15, CRFR2-BP antag -2, GalR3 antagonist -2 and NS3 helicase inh 5.
For O=C(CN1CCC(O)(c2ccc(F)cc2)CC1)NCc1ccc(F)cc1 the results were MEKK2wt PB1 HTS 75, MEKK2 mut-MEK5 -8, FID counter 10, MEKK3 PB1 HTS 68, CRFR2-BP ag -0.8, SUMO HTRF inh -7, CRFR2-BP antag 12, GalR3 antagonist -8 and NS3 helicase inh -6.
For COc1ccc(N2C(=O)c3ccc(C(=O)Nc4ccccc4O)cc3C2=O)cc1 the results were MEKK2wt PB1 HTS 116, MEKK2 mut-MEK5 22, FID counter 0, MEKK3 PB1 HTS 110, CRFR2-BP ag 0.8, SUMO HTRF inh 2, CRFR2-BP antag -3, GalR3 antagonist -10 and NS3 helicase inh 12.
For COc1cccc(C2CC(c3ccccc3)Nc3nc(N)nn32)c1 (stereo not drawn) the results were MEKK2wt PB1 HTS 92, MEKK2 mut-MEK5 3, FID counter -20, MEKK3 PB1 HTS 105, CRFR2-BP ag -0.2, SUMO HTRF inh 0, CRFR2-BP antag -2, GalR3 antagonist 2 and NS3 helicase inh -10.
Screening CCOCC(O)CS(=O)Cc1ccccc1 (stereo not drawn) returned MEKK2wt PB1 HTS 97, MEKK2 mut-MEK5 -5, FID counter 2, MEKK3 PB1 HTS 98, CRFR2-BP ag 1.5, SUMO HTRF inh 16, CRFR2-BP antag 9, GalR3 antagonist -6 and NS3 helicase inh 9.
For c1csc(-c2nc3nc4ccccc4nc3n2Cc2ccc3c(c2)OCO3)c1 the results were MEKK2wt PB1 HTS 82, MEKK2 mut-MEK5 -3, FID counter -4, MEKK3 PB1 HTS 95, CRFR2-BP ag 0.2, SUMO HTRF inh -4, CRFR2-BP antag 13, GalR3 antagonist 1 and NS3 helicase inh -13.
Screening Cc1cc(Cl)ccc1NC(=O)C1COc2ccccc2O1 (stereo not drawn) returned MEKK2wt PB1 HTS 93, MEKK2 mut-MEK5 -9, FID counter -8, MEKK3 PB1 HTS 101, CRFR2-BP ag 0.6, SUMO HTRF inh -10, CRFR2-BP antag -1, GalR3 antagonist -4 and NS3 helicase inh 14.
Screening CCOC(=O)c1ccc(Nc2nc(C)cc(=O)[nH]2)cc1 returned MEKK2wt PB1 HTS 96, MEKK2 mut-MEK5 6, FID counter -8, MEKK3 PB1 HTS 99, CRFR2-BP ag 0.2, SUMO HTRF inh 33, CRFR2-BP antag -11, GalR3 antagonist 0 and NS3 helicase inh 3.
For CCn1c(=O)cc(SCC(=O)NCCCN2CCC(C)CC2)c2ccccc21 the results were MEKK2wt PB1 HTS 100, MEKK2 mut-MEK5 0, FID counter 3, MEKK3 PB1 HTS 102, CRFR2-BP ag 0.6, SUMO HTRF inh 20, CRFR2-BP antag 2, GalR3 antagonist -8 and NS3 helicase inh -2.
For COc1cc(CNC(=O)OCC(C)C)cc(OC)c1OC the results were MEKK2wt PB1 HTS 104, MEKK2 mut-MEK5 3, FID counter -11, MEKK3 PB1 HTS 105, CRFR2-BP ag -0.1, SUMO HTRF inh 7, CRFR2-BP antag -40, GalR3 antagonist -2 and NS3 helicase inh 3.
COc1cccc(C(=O)CC(=O)C(=O)Nc2ccc([N+](=O)[O-])cc2C)c1 was read as MEKK2wt PB1 HTS 104, MEKK2 mut-MEK5 8, FID counter -16, MEKK3 PB1 HTS 105, CRFR2-BP ag -1.4, SUMO HTRF inh 9, CRFR2-BP antag 29, GalR3 antagonist -3 and NS3 helicase inh 38*.
O=C(O)c1ccc(-c2nnc(-c3ccccc3)o2)cc1 was read as MEKK2wt PB1 HTS 98, MEKK2 mut-MEK5 4, FID counter -3, MEKK3 PB1 HTS 98, CRFR2-BP ag -1.3, SUMO HTRF inh 12, CRFR2-BP antag 9, GalR3 antagonist -11 and NS3 helicase inh -1.
For COc1ccc(S(=O)(=O)NCC2CCCO2)cc1NC(=O)c1ccccc1F (stereo not drawn) the results were MEKK2wt PB1 HTS 94, MEKK2 mut-MEK5 -6, FID counter -23, MEKK3 PB1 HTS 102, CRFR2-BP ag -0.2, SUMO HTRF inh 2, CRFR2-BP antag 6, GalR3 antagonist -6 and NS3 helicase inh 4.
Screening CCN(C(=O)CSc1nnc2ccccn12)C1CCS(=O)(=O)C1 (stereo not drawn) returned MEKK2wt PB1 HTS 101, MEKK2 mut-MEK5 6, FID counter -1, MEKK3 PB1 HTS 102, CRFR2-BP ag -0.2, SUMO HTRF inh 25, CRFR2-BP antag -1, GalR3 antagonist -4 and NS3 helicase inh 3.
Screening Cc1ccc2nc(SC(C)C(=O)N3CCCCC3)[nH]c2c1 (stereo not drawn) returned MEKK2wt PB1 HTS 102, MEKK2 mut-MEK5 0, FID counter -4, MEKK3 PB1 HTS 103, CRFR2-BP ag -2.0, SUMO HTRF inh 27, CRFR2-BP antag -3, GalR3 antagonist -4 and NS3 helicase inh 3.
`O=C(Nc1ccccc1F)c1ccc(Cn2cc(Cl)cn2)cc1` gave MEKK2wt PB1 HTS 95, MEKK2 mut-MEK5 -9, FID counter -5, MEKK3 PB1 HTS 101, CRFR2-BP ag -1.0, SUMO HTRF inh 1, CRFR2-BP antag 5, GalR3 antagonist -3 and NS3 helicase inh 3.
`CC1(C)CC(C(CC(=O)N2CCCC2)Cc2ccccc2)CCO1` (stereo not drawn) gave MEKK2wt PB1 HTS 103, MEKK2 mut-MEK5 -1, FID counter -31, MEKK3 PB1 HTS 94, CRFR2-BP ag 0.2, SUMO HTRF inh 17, CRFR2-BP antag -7, GalR3 antagonist 1 and NS3 helicase inh 6.
Screening CN(C(=O)CSc1nc2cc([N+](=O)[O-])ccc2n1-c1ccc(F)cc1)C1CCS(=O)(=O)C1 (stereo not drawn) returned MEKK2wt PB1 HTS 104, MEKK2 mut-MEK5 1, FID counter -2, MEKK3 PB1 HTS 107, CRFR2-BP ag -3.9, SUMO HTRF inh -2, CRFR2-BP antag 12, GalR3 antagonist 0 and NS3 helicase inh 5.
For CCOc1nc(CC(C)C)c2c(c1C#N)CC(C)(C)OC2 the results were MEKK2wt PB1 HTS 93, MEKK2 mut-MEK5 -28, FID counter -5, MEKK3 PB1 HTS 85, CRFR2-BP ag 0.8, SUMO HTRF inh -3, CRFR2-BP antag 7, GalR3 antagonist 3 and NS3 helicase inh -1.
For NC(=S)n1[nH]c(-c2ccccc2)c(N=Nc2ccccc2C(=O)N2CCOCC2)c1=O the results were MEKK2wt PB1 HTS 94, MEKK2 mut-MEK5 -6, FID counter -15, MEKK3 PB1 HTS 96, CRFR2-BP ag -1.8, SUMO HTRF inh -8, CRFR2-BP antag 19, GalR3 antagonist -6 and NS3 helicase inh -15.
COc1ccc(C(=O)Nc2ccccc2C(=O)Nc2cccc(C)n2)cc1 was read as MEKK2wt PB1 HTS 97, MEKK2 mut-MEK5 3, FID counter -31, MEKK3 PB1 HTS 101, CRFR2-BP ag 2.7, SUMO HTRF inh 3, CRFR2-BP antag -7, GalR3 antagonist -10 and NS3 helicase inh 4.
For CCCN(CCC)CCCNC(=O)C1CCC(CNS(=O)(=O)c2cccc3nsnc23)CC1 (stereo not drawn) the results were MEKK2wt PB1 HTS 110, MEKK2 mut-MEK5 3, FID counter 6, MEKK3 PB1 HTS 100, CRFR2-BP ag -0.8, SUMO HTRF inh 34, CRFR2-BP antag 0 and NS3 helicase inh -6.
For CCn1c(=O)cc(SCC(=O)N2CCCCC2)c2ccccc21 the results were MEKK2wt PB1 HTS 101, MEKK2 mut-MEK5 3, FID counter -26, MEKK3 PB1 HTS 106, CRFR2-BP ag 0.5, SUMO HTRF inh 29, CRFR2-BP antag 2, GalR3 antagonist -5 and NS3 helicase inh -4.
For COc1ccc(N(CC(=O)NCc2ccc3c(c2)OCO3)C(=O)c2csnn2)cc1 the results were MEKK2wt PB1 HTS 98, MEKK2 mut-MEK5 -2, FID counter -11, MEKK3 PB1 HTS 102, CRFR2-BP ag 0.3, SUMO HTRF inh -14, CRFR2-BP antag 5, GalR3 antagonist -8 and NS3 helicase inh 1.
CCC(NC(=O)c1cc(COc2cncc(Cl)c2)on1)c1ccncc1 (stereo not drawn) was read as MEKK2wt PB1 HTS 107, MEKK2 mut-MEK5 9, FID counter -27, MEKK3 PB1 HTS 103, CRFR2-BP ag 0.6, SUMO HTRF inh 2, CRFR2-BP antag 4, GalR3 antagonist -7 and NS3 helicase inh 8.
`Cc1ccc(N)cc1CN1CCCC1=O` gave MEKK2wt PB1 HTS 100, MEKK2 mut-MEK5 6, FID counter 3, MEKK3 PB1 HTS 101, CRFR2-BP ag -0.3, SUMO HTRF inh 11, CRFR2-BP antag -5, GalR3 antagonist -3 and NS3 helicase inh -2.
COCCn1c(-c2ccc(Cl)cc2)cnc1SCC(=O)NCc1cccs1 was read as MEKK2wt PB1 HTS 107, MEKK2 mut-MEK5 9, FID counter -35, MEKK3 PB1 HTS 105, CRFR2-BP ag -3.0, SUMO HTRF inh 21, CRFR2-BP antag 22, GalR3 antagonist -2 and NS3 helicase inh -1.

From PubChem BioAssay
